Source: PubChem BioAssay
FUS suppressor – suppressors of FUS proteinopathy in yeast; S. cerevisiae FUS-expressing, growth rescue, OD600, 24 h; Potency, µM (doses to about 76.6 µM), for the others: at the highest dose growth rescue (activation), actives largely listed as activators; actives 0.24% (n = 390,000); AID 1347120;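 also: potency is read from the fitted curve at half-maximal effect; plate controls were DMSO vehicle for no effect and reference control for full effect; nearly all actives have a fitted effect of over 55% in size; some results filed as inactive show a strong effect at the top dose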
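Compound concentration series was pinned onto galactose-induced FUS-expressing yeast seeded at OD 0.005. Plates sat 24hr at 30C; absorbance at 600 nm gave growth. DMSO served as background control.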
DRD3 agonist – activates the human D3 dopamine receptor; actives 0.58% (n = 410,000); AID 652048; max activation, %; D3R DiscoveRx beta-arrestin cells, luminescence, 90 min; in the data active = max activation above about 30%; also: 0% is about no effect; mostly tested at two doses, the higher about 12 µM
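Agonist-mode cell screen: cells plated at 1500/well and incubated overnight at 37 °C, then exposed to library compounds for 90 min at 37 °C. Detection reagent was added for 30–60 min at room temperature, and luminescence was read.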
D3 antag – antagonists of human D3 dopamine receptor; P35462; D3R cells, DiscoveRx beta-arrestin luminescence, antagonist mode; hits give low values; max response, negative = inhibition, %; actives 2.5% (n = 360,000); in the data active = max response below about -50%; inconclusive = no clear call, values can overlap the other calls; also: % is scaled to controls: 0 for no effect and ±100 for the full control effect; mostly tested at two doses, the higher about 12 µM
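Cells plated overnight at 1500 cells/well, then exposed to library compounds with dopamine controls for 90 minutes at 37 degrees C. DiscoveRx reagent added for 30–60 minutes at room temperature; luminescence read, quantitative HTS format.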
EPAC2 ag – EPAC2 (human) agonism. Q8WZA2. EPAC2 activation, biochemical qHTS; response scale: 100% = 6.5 mM cAMP response. Potency, µM (titrated, usually from 154 µM), inactives show at the top dose activation, actives largely listed as activators. actives 0.079% (n = 360,000). AID 720711; also: potency is read from the fitted curve at half-maximal effect; nearly all actives have a fitted effect of over 50% in size
Target sequence (Q8WZA2 whole entry, looked up): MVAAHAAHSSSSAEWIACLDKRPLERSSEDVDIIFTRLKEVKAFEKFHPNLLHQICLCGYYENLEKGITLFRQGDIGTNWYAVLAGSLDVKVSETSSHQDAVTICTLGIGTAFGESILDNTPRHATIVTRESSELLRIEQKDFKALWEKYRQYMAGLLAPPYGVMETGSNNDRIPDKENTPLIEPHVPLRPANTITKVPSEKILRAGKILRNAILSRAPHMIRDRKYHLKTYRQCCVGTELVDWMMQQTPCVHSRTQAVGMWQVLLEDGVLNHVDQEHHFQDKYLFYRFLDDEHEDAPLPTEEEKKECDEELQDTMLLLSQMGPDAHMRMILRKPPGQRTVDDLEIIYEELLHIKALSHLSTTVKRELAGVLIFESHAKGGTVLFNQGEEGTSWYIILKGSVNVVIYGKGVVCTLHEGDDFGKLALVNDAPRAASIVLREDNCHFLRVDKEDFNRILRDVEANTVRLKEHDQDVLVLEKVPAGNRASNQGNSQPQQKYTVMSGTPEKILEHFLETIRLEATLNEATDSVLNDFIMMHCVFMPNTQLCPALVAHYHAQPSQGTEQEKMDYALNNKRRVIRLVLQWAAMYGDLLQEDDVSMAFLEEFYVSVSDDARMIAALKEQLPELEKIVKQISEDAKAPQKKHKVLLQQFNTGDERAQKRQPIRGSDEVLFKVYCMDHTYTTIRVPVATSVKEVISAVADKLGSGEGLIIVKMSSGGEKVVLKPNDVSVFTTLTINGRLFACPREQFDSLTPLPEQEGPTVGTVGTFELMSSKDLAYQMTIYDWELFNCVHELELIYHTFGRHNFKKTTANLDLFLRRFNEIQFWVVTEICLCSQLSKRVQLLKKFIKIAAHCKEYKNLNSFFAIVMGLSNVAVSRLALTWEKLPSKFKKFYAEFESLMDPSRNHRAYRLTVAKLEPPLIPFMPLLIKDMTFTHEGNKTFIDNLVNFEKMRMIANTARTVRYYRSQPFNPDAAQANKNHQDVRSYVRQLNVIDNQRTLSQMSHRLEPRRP
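Each well held 100 nM EPAC2, 250 nM RAP1B-BODIPY-GDP and 50 uM GDP. Fluorescence, read at 5-min intervals to 30 min, was referenced to a 6.5 mM cAMP positive control.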
EPAC2 antag – blocks human EPAC2 exchange factor; AID 720708; actives 0.18% (n = 360,000); Potency, µM (highest dose often 114 µM), inactives show at the highest dose activity, negative = inhibition, most hits filed as inhibitors; EPAC2 GEF exchange of Rap1B-BODIPY-GDP, fluorescence; also: potency is read from the fitted curve at half-maximal effect; % is scaled to controls: 0 for no effect and ±100 for the full control effect; nearly all actives have a fitted effect of over 45% in size; many of its hits are not listed in these tables
Abeta yeast res – restores growth of yeast expressing A-beta42 peptide; yeast expressing A-beta42, growth rescue, OD600, 48 h; response scale: 0% DMSO, 100% iron-clioquinol control; Potency, µM (top dose mostly 46.1 µM), inactives show at the top dose growth rescue, hits mostly activators; actives 0.063% (n = 410,000); AID 1347071; also: potency is read from the fitted curve at half-maximal effect; nearly all actives have a fitted effect of over 55% in size
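Yeast A-beta toxicity model in growth medium with pinned compounds, 48 h at 30 C; growth read as absorbance at 600 nm. Normalized to FeCl3/clioquinol equimolar mix (positive) and DMSO (negative).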
TDP-43 yeast inh – rescues yeast growth from TDP-43 toxicity; TDP-43 expressing yeast growth rescue, BacTiter-Glo, 24 h; Potency, µM (series often up to 46.1 µM), for inactives: at the highest dose growth rescue (activation), hits mostly activators; actives 1.8% (n = 410,000); also: potency is read from the fitted curve at half-maximal effect; % of control where 0% means no effect; nearly all actives have a fitted effect of over 50% in size
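Readout is BacTiter-Glo luminescence of cell growth, so inhibitors register as activators. TDP-43-expressing yeast at OD600=0.02 in galactose medium, after raffinose pregrowth to mid-log, were incubated with compound for 24 hr at 30 deg C.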
aSyn rescue – rescues yeast growth from alpha-synuclein toxicity; Yeast expressing alpha-synuclein, growth rescue, BacTiter-Glo, 24 h; Potency, µM (series often up to 46.1 µM), for inactives: at the top dose growth rescue (activation), usual class: activators; actives 0.14% (n = 370,000); AID 652106; also: potency is read from the fitted curve at half-maximal effect; % of control where 0% means no effect; nearly all actives have a fitted effect of over 65% in size
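Screening used galactose-induced yeast with toxic alpha-synuclein levels, exposed to compound for 24 hr at 30 deg C. Cell growth, read with BacTiter-Glo luminescence, gave the measured signal.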
Starred values were filed as active, the others as inactive; ? = inconclusive; . = not tested or not shown; [ ] = another dose, or the depositor's remark. Unless noted, calls follow the shape of the dose curve; as a rule, active = well fitted curve in the direction sought with a large enough effect; inconclusive = small, poorly fitted or top-dose-only effect, or another doubt; inactive = no such curve, though single readings can be large; an effect the other way counts as inactive or inconclusive. An excerpt; rates above refer to the full screens.

Short forms: A = FUS suppressor; B = DRD3 agonist; C = D3 antag; D = EPAC2 ag; E = EPAC2 antag; F = Abeta yeast res; G = TDP-43 yeast inh; H = aSyn rescue
1) CSc1nc(N2CCN(c3ccccc3Cl)CC2)c2ccccc2n1
  A: 20% | B: 4 | C: 5 | D: 8% | E: -13% | F: 1% | G: 13µM* | H: -9%

2) COc1ccc([N+](=O)[O-])cc1NS(=O)(=O)c1cccc(C(=O)OC2CCOC2=O)c1 (stereo unspecified)
  A: . | B: -13 | C: ? | D: -3% | E: -1% | F: -2% | G: 7% | H: -2%

3) CCOc1ccccc1NC(=O)CCn1cnnn1
  A: -29% | B: 4 | C: . | D: . | E: . | F: -2% | G: 17%[9.22 µM] | H: .

4) CCOC(=O)CSc1nnc([C@H](C)NC(=O)OC(C)(C)C)o1
  A: -5% | B: 13 | C: -29 | D: -1% | E: 8% | F: 28% | G: 12% | H: 1%

5) COc1ccccc1NC(=O)N1CCN(S(C)(=O)=O)CC1
  A: -4% | B: 9 | C: 11 | D: 0% | E: 6% | F: -11% | G: 21% | H: 3%

6) CSCCC(NC(=O)c1ccco1)C(=O)OCC(=O)Nc1ncc(Cl)c(C)c1Cl (stereo unspecified)
  A: -15% | B: -11 | C: 28 | D: -3% | E: 15% | F: -4%[9.22 µM] | G: -10% | H: -6%

7) COc1ccc(-c2nc3c4ccccc4ccn3c2Cc2ccccc2)cc1OC
  A: 42% | B: 10 | C: 44 | D: 6% | E: -4% | F: -9% | G: 0% | H: 9%

8) CC(/C=C/c1ccccc1)=N\NC(N)=S
  A: -7% | B: -4 | C: -5 | D: -7% | E: 0% | F: 9% | G: 13µM* | H: 0%

9) CC(=O)O[C@H]1C2OC(=O)C(C)=C2[C@@H]2OC(=O)[C@]3(CCC4OC41C)OC23 (stereo partly specified)
  A: 7% | B: -7 | C: 0 | D: 4% | E: -8% | F: -20% | G: 7% | H: -4%

10) CC(C)(C)N(Cc1ccccc1)C(=O)c1cc2ccccc2o1
  A: -16% | B: 1 | C: 7 | D: 11% | E: -20% | F: -2% | G: -21% | H: 21%

11) O=C(NCc1ccco1)c1ccc2[nH]c(=O)c(=O)[nH]c2c1
  A: -21% | B: 2 | C: 16 | D: 1% | E: 12% | F: -4% | G: 23% | H: 2%

12) Cc1nc(N2CCN(C)CC2)[nH]c(=O)c1Cc1cccc2ccccc12
  A: -12% | B: 2 | C: -4 | D: -4% | E: 12% | F: 18% | G: 15% | H: -13%

13) O=C(C1CCC(=O)N(C2CCCC2)C1)N1CCC(Oc2cccc(F)c2)CC1 (stereo unspecified)
  A: 7% | B: 0 | C: 20 | D: 1% | E: -2% | F: 22% | G: 1% | H: 8%

14) COc1ccc(NC(=O)C(CC(C)C)NC(=O)C2CCCCC2)cc1 (stereo unspecified)
  A: -13% | B: 0 | C: . | D: . | E: . | F: 20% | G: 0% | H: .

15) Clc1ccccc1OCCCCN1CCNCC1
  A: 8% | B: -13 | C: ? | D: 4% | E: 1% | F: -5% | G: -10% | H: 0%

Entries listed so far that have a halogen:
Short forms: A = FUS suppressor; B = DRD3 agonist; C = D3 antag; D = EPAC2 ag; E = EPAC2 antag; F = Abeta yeast res; G = TDP-43 yeast inh; H = aSyn rescue
1) CSc1nc(N2CCN(c3ccccc3Cl)CC2)c2ccccc2n1
  A: 20% | B: 4 | C: 5 | D: 8% | E: -13% | F: 1% | G: 13µM* | H: -9%

6) CSCCC(NC(=O)c1ccco1)C(=O)OCC(=O)Nc1ncc(Cl)c(C)c1Cl (stereo unspecified)
  A: -15% | B: -11 | C: 28 | D: -3% | E: 15% | F: -4%[9.22 µM] | G: -10% | H: -6%

13) O=C(C1CCC(=O)N(C2CCCC2)C1)N1CCC(Oc2cccc(F)c2)CC1 (stereo unspecified)
  A: 7% | B: 0 | C: 20 | D: 1% | E: -2% | F: 22% | G: 1% | H: 8%

15) Clc1ccccc1OCCCCN1CCNCC1
  A: 8% | B: -13 | C: ? | D: 4% | E: 1% | F: -5% | G: -10% | H: 0%

Another view of 6 compounds above:
(10) CC(C)(C)N(Cc1ccccc1)C(=O)c1cc2ccccc2o1
(11) O=C(NCc1ccco1)c1ccc2[nH]c(=O)c(=O)[nH]c2c1
(12) Cc1nc(N2CCN(C)CC2)[nH]c(=O)c1Cc1cccc2ccccc12
(13) O=C(C1CCC(=O)N(C2CCCC2)C1)N1CCC(Oc2cccc(F)c2)CC1 (stereo unspecified)
(14) COc1ccc(NC(=O)C(CC(C)C)NC(=O)C2CCCCC2)cc1 (stereo unspecified)
(15) Clc1ccccc1OCCCCN1CCNCC1

| Compound | 10 | 11 | 12 | 13 | 14 | 15 |
| --- | --- | --- | --- | --- | --- | --- |
| FUS suppressor | -16% | -21% | -12% | 7% | -13% | 8% |
| DRD3 agonist | 1 | 2 | 2 | 0 | 0 | -13 |
| D3 antag | 7 | 16 | -4 | 20 | . | ? |
| EPAC2 ag | 11% | 1% | -4% | 1% | . | 4% |
| EPAC2 antag | -20% | 12% | 12% | -2% | . | 1% |
| Abeta yeast res | -2% | -4% | 18% | 22% | 20% | -5% |
| TDP-43 yeast inh | -21% | 23% | 15% | 1% | 0% | -10% |
| aSyn rescue | 21% | 2% | -13% | 8% | . | 0% |

(further entries)
Short forms: A = FUS suppressor; B = DRD3 agonist; C = D3 antag; D = EPAC2 ag; E = EPAC2 antag; F = Abeta yeast res; G = TDP-43 yeast inh; H = aSyn rescue
16) CCCC[C@@H]1C=C(C(=O)O)[C@H](c2ccc(C)cc2)N1S(=O)(=O)c1ccc(C)cc1
  A: 16% | B: 9 | C: 0 | D: 3% | E: -25% | F: 6% | G: 23% | H: 3%

17) COc1ccc(Cl)cc1C(=O)NCc1nnnn1-c1ccccc1
  A: 10% | B: -25 | C: . | D: . | E: . | F: -18% | G: ? | H: .

18) COc1ccc(C(=O)N/N=C(\N)c2cc3ccccc3oc2=O)cc1
  A: -8% | B: -9 | C: -21 | D: 10% | E: 1% | F: -16% | G: -15% | H: -9%

19) COc1ccc(NC(=O)c2cc(N3C(=O)C4C5CCC(C5)C4C3=O)ccc2Cl)c(OC)c1 (stereo unspecified)
  A: 8% | B: -2 | C: 2 | D: 1% | E: 2% | F: -1% | G: 3% | H: 4%

20) O=C(Nc1cccc(C(=O)N2CCN(c3cccc(Cl)c3)CC2)c1)c1ccccc1
  A: 28% | B: 4 | C: 16 | D: 14% | E: 5%[57.1 µM] | F: 5% | G: ? | H: 13%

21) CCCCN(C(=O)c1cc(S(=O)(=O)N2CCCCC2)ccc1Cl)c1c(N)n(CCC)c(=O)[nH]c1=O
  A: . | B: -10 | C: 8 | D: 0% | E: 18% | F: 0% | G: -9% | H: 6%

22) COc1ccccc1CC(NC(C)=O)C(=O)NC1CCN(C(=O)Nc2ccccc2F)CC1 (stereo unspecified)
  A: -12% | B: 4 | C: 7 | D: 1% | E: 9% | F: -8% | G: 9% | H: -2%

23) CCOc1c(OC(C)=O)ccc(/C=C/c2ccc3cccc(OC)c3n2)c1[N+](=O)[O-]
  A: ? | B: -4 | C: -12 | D: 3% | E: 12% | F: -1% | G: 5% | H: -2%

24) CCCCN1C(=O)C(O)(CC(=O)c2c(C)n[nH]c2C)c2cc(Br)ccc21 (stereo unspecified)
  A: 18% | B: 0 | C: 24 | D: 0% | E: -6% | F: 18% | G: 9% | H: 4%

25) CCCCOc1ccc(/C=C2/Sc3ccccc3C2=O)cc1
  A: 9% | B: 1 | C: 12 | D: -31%[inhibitor] | E: -25% | F: 9% | G: 5% | H: 3%

26) CC(C)CN(CC(C)C)S(=O)(=O)N1CCC(C(=O)N2CCc3ccccc3C2)CC1
  A: -2% | B: 1 | C: 2 | D: 4% | E: -7% | F: 7% | G: 6% | H: 5%

27) COC(=O)C1=C(C)NC(=O)NC1c1ccccc1 (stereo unspecified)
  A: 2% | B: 28 | C: 19 | D: 8% | E: 9% | F: -3% | G: -4% | H: 0%

28) O=C(CSC1=Nc2ccccc2C2=NC(CCC(=O)NC3CCCCC3)C(=O)N12)Nc1cccc(Cl)c1 (stereo unspecified)
  A: ? | B: 4 | C: . | D: . | E: . | F: -47%[inhibitor] | G: -12% | H: .

29) Cc1ccc(O)c(CNCCNCc2cc(C)ccc2O)c1
  A: -11% | B: -24 | C: -23 | D: 9% | E: 6% | F: 0% | G: 7% | H: 1%
